Screening data deposited in PubChem by National Center for Advancing Translational Sciences (NCATS).
FH mod: Identification of activators of human fumarate hydratase by quantitative high-throughput screening | Fumarate hydratase, mitochondrial (Homo sapiens), P07954 | FH coupled MDH/diaphorase resazurin fluorescence, 15 min | Potency, µM (titrated, usually from 79.9 µM), without a hit: at the highest dose activity change, negative = inhibition, hits mostly inhibitors | 54,000 tested, 0.22% active; note: potency is the fitted concentration of half-maximal effect; % is set by controls: 0 for no effect and ±100 for the full control effect; the screen sought activators but most active calls are inhibition curves; nearly all actives have a fitted effect of over 45% in size
p53null 39C kill: selectivity test: cytotoxicity in p53 null cells, nonpermissive temperature. Potency, µM (highest dose often 46.1 µM), without a hit: top-dose activity, negative = cell killing, usual class: cytotoxic. 55,000 tested, 0.97% active. H1299 p53-null (neo) cells, 39C, ATPlite viability, 24 h. AID 904;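 note: potency is the fitted concentration of half-maximal effect; 0% = DMSO only and -100% = full killing by 100 µM tamoxifen; nearly all actives have a fitted effect of over 50% in size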
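Temperature-shift cytotoxicity format: compound titrations on p53-null or A138V-expressing H1299 cells held 24 hr at 39C, cell ATP then measured, AC50 from Hill model.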
p53null 32C tox: kills p53 null cells at the permissive temperature | H1299-neo p53 null cells, ATP luminescence, 24 h, 32C | Potency, µM (series often up to 46.1 µM), inactives show at the top dose activity change, negative = cytotoxicity, usual class: cytotoxic | 55,000 tested, 0.62% active;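 note: potency is the fitted concentration of half-maximal effect; 0% = DMSO only and -100% = full killing by 100 µM tamoxifen; nearly all actives have a fitted effect of over 55% in size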
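Cells lacking p53 (H1299-neo) are plated at 600 per well and allowed to settle overnight at 37C. Test compounds (up to 46 uM) are added and held 24 hours at 32C, then ATP is quantified by luminescence.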
B2AR arrestin ag: beta-arrestin recruitment by human beta2-adrenergic receptor ligands; Potency, µM (doses to about 46.1 µM), inactives show top-dose activation, most hits filed as activators; P07550; HTLA Tango cells, beta-arrestin recruitment, luciferase luminescence, 18 h; 44,000 tested, under 10 active;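 note: potency is the fitted concentration of half-maximal effect; 0% = DMSO and full agonism = EC100 isoproterenol or metaproterenol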
Target sequence (P07550 whole entry, looked up): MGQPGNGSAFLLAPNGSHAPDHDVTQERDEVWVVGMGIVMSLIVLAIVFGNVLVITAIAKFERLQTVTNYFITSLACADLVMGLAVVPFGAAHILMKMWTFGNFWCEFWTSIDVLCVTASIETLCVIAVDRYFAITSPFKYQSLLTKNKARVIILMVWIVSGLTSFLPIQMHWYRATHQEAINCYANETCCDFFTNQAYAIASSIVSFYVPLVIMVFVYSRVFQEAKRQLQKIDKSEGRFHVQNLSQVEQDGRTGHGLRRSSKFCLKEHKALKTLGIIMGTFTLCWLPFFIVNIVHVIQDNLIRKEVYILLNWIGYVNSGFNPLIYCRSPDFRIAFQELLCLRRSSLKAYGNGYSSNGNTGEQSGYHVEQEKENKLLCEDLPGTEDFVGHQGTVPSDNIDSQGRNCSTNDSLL
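Tango cell line, 1% FBS DMEM; cpd titration up to 46 microM; 18 hr, 37 degrees C, 5% CO2. Luciferin/ATP substrate mix added, 15 min RT, luminescence. %Activity, CRC fitting, curve-class categorization.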
GALK inhibitor: inhibits human galactokinase. P51570. recombinant GALK, Kinase-Glo ATP luminescence, 1 h. Potency, µM (highest dose often 57.5 µM), without a hit: at the top dose activity, negative = inhibition, actives largely listed as inhibitors. 44,000 tested, under 10 active. AID 1347072;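 note: plate controls were full GALK reaction for no effect and reaction lacking GALK for full effect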
Target sequence (P51570 whole entry, looked up): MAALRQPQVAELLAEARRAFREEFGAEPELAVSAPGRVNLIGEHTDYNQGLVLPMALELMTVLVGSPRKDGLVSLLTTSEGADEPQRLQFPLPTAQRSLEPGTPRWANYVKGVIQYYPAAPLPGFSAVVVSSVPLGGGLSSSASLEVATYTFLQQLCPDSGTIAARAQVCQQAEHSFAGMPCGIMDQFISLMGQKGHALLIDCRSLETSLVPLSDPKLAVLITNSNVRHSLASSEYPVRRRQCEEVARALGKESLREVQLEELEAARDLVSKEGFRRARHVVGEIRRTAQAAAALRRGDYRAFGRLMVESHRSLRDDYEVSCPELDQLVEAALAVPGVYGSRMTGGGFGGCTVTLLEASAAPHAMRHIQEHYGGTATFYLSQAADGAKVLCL
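Luminescent ATP-depletion readout (Kinase-Glo Plus, 10 min) after 1 h RT reaction of 5 nM GALK, 35 uM ATP, 100 uM galactose, pH 8.0 HEPES buffer. Decreased kinase activity scored as inhibition.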
NTMT1 inh: blocks human N-terminal methyltransferase 1 activity; 59,000 tested, 2.5% active; NTMT1 MTase-Glo SAH luminescence, purified enzyme; Potency, µM (titrated, usually from 114 µM), inactives show at the top dose activity change, negative = inhibition, most hits filed as inhibitors; AID 1645870;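 note: potency is the fitted concentration of half-maximal effect; plate controls were DMSO vehicle for no effect and no enzyme for full effect; nearly all actives have a fitted effect of over 65% in size; many of its hits are not listed in these tables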
Target sequence (Q9BV86 whole entry, looked up): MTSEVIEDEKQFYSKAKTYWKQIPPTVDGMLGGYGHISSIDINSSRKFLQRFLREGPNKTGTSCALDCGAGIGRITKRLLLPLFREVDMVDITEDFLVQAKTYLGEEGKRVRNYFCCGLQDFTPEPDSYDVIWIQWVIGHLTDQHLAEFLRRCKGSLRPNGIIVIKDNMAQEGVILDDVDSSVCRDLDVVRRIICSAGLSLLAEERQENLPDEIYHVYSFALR
TSG101-PTAP inh: inhibitors of HIV-1 PTAP binding to human TSG101, validation; 44,000 tested, under 10 active; AID 1347069; Fluorescence polarization, FITC-PTAP peptide/Tsg101, 20 min; Potency, µM (titrated, usually from 115 µM), for the others: top-dose activity change, negative = inhibition, hits mostly inhibitors; Q99816; note: potency is the fitted concentration of half-maximal effect; 0% is about no effect
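Compounds pinned into 10 uM Tsg101 binding domain, then 50 nM FITC-PTAP peptide added in pH 7.5 HEPES buffer; FP read after 20 min, room temperature. Total S+P intensity flags fluorescent compounds; active cut-off <25 µM, efficacy <60%.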
* marks the source's active call; other numbers are inactive results; ? = inconclusive; . = not tested or not shown; [ ] = dose if it differs, or a comment. Calls come from the whole dose curve; as a rule, active = well fitted curve in the direction sought with a large enough effect; inconclusive = small, poorly fitted or top-dose-only effect, or another doubt; inactive = no such curve, though single readings can be large; an effect the other way counts as inactive or inconclusive.

SMILES	FH mod	p53null 39C kill	p53null 32C tox	B2AR arrestin ag	GALK inhibitor	NTMT1 inh	TSG101-PTAP inh
O=C(c1ccc(Br)cc1)N1CCN(CCc2ccncc2)CC1	-17%	0%	-8%	-4%	1%	-5%	2%
CCOC(=O)c1cc2c(=O)n3ccccc3nc2n(CC2CCCO2)c1=NC(=O)c1cccc(C)c1 (configuration not stated)	-1%	-3%	?	1%	-3%	?	1%
Cc1ccccc1CS(=O)(=O)Cc1ccc(C(=O)NCCc2ccccc2)o1	-12%	14%	-2%	-1%	-5%	10%	0%
COc1ccc(N2CCN(c3ccc(-c4nc(-c5ccccc5C)no4)cc3[N+](=O)[O-])CC2)cc1	-3%	3%	-12%	-2%	2%	10%	3%
CC(=O)N(Cc1cccnc1)c1nc2cc(C)cc(C)c2s1	?	?	0%	-4%	-2%	-19%	-2%
COc1ccc(-n2c(/C=C/c3ccccc3F)nc3cc(OC)c(OC)cc3c2=O)cc1Cl	-9%	13%	-4%	4%	2%	2%	-3%
CCOc1ccc(CNC(=O)CCc2c(C)nn(-c3ccc(N4CCCCC4)nn3)c2C)cc1	.	4%	-15%	0%	1%	.	-1%
Cc1ccc(C(=O)n2nc(-c3ccco3)nc2NCc2cccs2)cc1	-5%	31%[activator]	-4%	-2%	-3%	0%	1%
COc1cccc(CNC(=O)CCC(=O)N2CC3CCCN3c3ccccc32)c1 (configuration not stated)	-2%	-12%	0%	-3%	-1%	7%	-9%
CCCSc1nc2sc3c(c2c(=O)n1-c1ccc(C)c(Cl)c1)CCN(C(C)=O)C3	-13%	-13%	-23%	0%	-4%	-7%	-2%
Cc1csc2nc(COC(=O)c3ccc(NC(=O)C(C)Oc4ccccc4)cc3)cc(=O)n12 (configuration not stated)	?	-12%	-10%	0%	3%	19%	1%
Cc1ccc(NC(=O)c2ccc(NC(=O)N3CCSc4nc(C)cc(C)c43)cc2)c(Cl)c1	10%	-13%	-14%	-1%	0%	1%	0%
CC(C)CCNC(=O)C(=O)Nc1c2c(nn1-c1ccccc1)CS(=O)(=O)C2	5%	20%	-5%	-4%	-3%	5%	0%
Cc1noc(-c2ccc(-c3noc(-c4ccc(F)cc4)n3)cc2)n1	3%	23%	-1%	-1%	0%	20%	0%
O=C(c1cc2c(s1)-c1ccccc1OC2)N1CCN(c2ccccc2F)CC1	-33%	-5%	5%	?	-3%	12%	0%
Cc1ccc(CN2CCCn3nc(C(=O)NCc4ccc(OC(C)C)cc4)cc3C2=O)cc1	0%	11%	10%	0%	0%	-12%	2%
Cc1cc(C)cc(OCC(=O)Nc2cccc3cccnc23)c1	-6%	-17%	-11%	0%	?	11%	0%
CCOC(=O)c1c(S(=O)(=O)N2CCC(C(=O)NCc3cccc(C)c3)CC2)c(C)n(C)c1C	2%	12%	-4%	-3%	2%	0%	-3%
COc1ccc(OC)c(CCNC(=O)c2cnn(-c3ccccc3Cl)c2C2CCN(C(=O)OC(C)(C)C)CC2)c1	-30%	21%	21%	0%	-1%	2%	0%
CCN(Cc1ccccc1)C(=O)Cn1c(=O)n(-c2ccc(F)c(Cl)c2)c(=O)c2sc3ccccc3c21	-20%	25%	6%	1%	6%	-2%	4%
Cc1nc(C)c(-c2ccc(SCC(=O)Nc3ccc(F)c(F)c3)nn2)s1	-6%	-24%	-2%	0%	1%	-3%	-2%
CCOc1ccc(C(=O)c2cn(Cc3cccc(OC)c3)c3cc4c(cc3c2=O)OCO4)cc1	-6%	-1%	-3%	0%	0%	2%	0%
COc1ccc(NC(=O)C2=C(C)Nc3nc(SC)nn3C2c2cc(OC)ccc2OC)cc1 (configuration not stated)	15%	-13%	-5%	0%	-2%	0%	-1%
O=C(Nc1nnc(S(=O)(=O)N2CCCCCC2)s1)c1ccccc1	-5%	-18%	-28%	1%	0%	-1%	-4%
Cc1cc(-c2ccc(S(=O)(=O)Nc3cccc(C(F)(F)F)c3)s2)on1	-9%	-18%	-29%	-1%	-11%	17%	0%
CN(C)c1cccc(C(=O)N2CCC(c3ccncc3)CC2)c1	6%	-5%	-5%	-3%	0%	4%	-7%
O=C(/C=C/c1ccccc1)Nc1nc2n(n1)C(c1ccc(F)cc1)C=C(c1ccccc1)N2 (configuration not stated)	4%	7%	4%	-2%	-1%	11%	-5%
CN(Cc1ccco1)S(=O)(=O)c1nnc(NC(=O)c2ccccc2)s1	-11%	?	6%	0%	1%	11%	2%
Cc1ccc(NC(=O)C(Cc2ccccc2)NS(=O)(=O)c2ccc3c(c2)oc(=O)n3C)cc1C (configuration not stated)	-10%	-13%	-3%	0%	0%	-3%	3%
Cc1csc2nc(COC(=O)c3ccc(NC(=O)COc4ccccc4F)cc3)cc(=O)n12	-23%	-8%	-7%	-1%	-4%	3%	-1%

In the list so far, five contain two or more sulfur atoms.
SMILES	FH mod	p53null 39C kill	p53null 32C tox	B2AR arrestin ag	GALK inhibitor	NTMT1 inh	TSG101-PTAP inh
CCCSc1nc2sc3c(c2c(=O)n1-c1ccc(C)c(Cl)c1)CCN(C(C)=O)C3	-13%	-13%	-23%	0%	-4%	-7%	-2%
Cc1nc(C)c(-c2ccc(SCC(=O)Nc3ccc(F)c(F)c3)nn2)s1	-6%	-24%	-2%	0%	1%	-3%	-2%
O=C(Nc1nnc(S(=O)(=O)N2CCCCCC2)s1)c1ccccc1	-5%	-18%	-28%	1%	0%	-1%	-4%
Cc1cc(-c2ccc(S(=O)(=O)Nc3cccc(C(F)(F)F)c3)s2)on1	-9%	-18%	-29%	-1%	-11%	17%	0%
CN(Cc1ccco1)S(=O)(=O)c1nnc(NC(=O)c2ccccc2)s1	-11%	?	6%	0%	1%	11%	2%

The listing continues:
SMILES	FH mod	p53null 39C kill	p53null 32C tox	B2AR arrestin ag	GALK inhibitor	NTMT1 inh	TSG101-PTAP inh
CCc1ccc2occ(CC(=O)Nc3ccc(C)c(C)c3)c2c1	-27%	14%	27%	1%	6%	-27%	0%
O=C(NCCc1ccc(Cl)cc1)c1ccc(CSCc2cccc(Cl)c2)o1	?	-2%	45%[activator]	-2%	-2%	-5%	0%
COc1ccc(-c2cc(OC(=O)c3cccc(C)c3)c3c(C)oc(C)c3c(=O)c2)cc1	-14%	12%	11%	1%	3%	3%	2%
Cc1ccc(CNC(=O)CCc2c(C)nn(-c3ccc(N4CCCCC4)nn3)c2C)cc1	.	2%	-13%	2%	-1%	.	2%
COc1cccc(CN2c3ccccc3-c3nc(SCC(=O)Nc4cccc(C)c4)ncc3S2(=O)=O)c1	-10%	11%	13%	1%	-13%	16%	2%
COc1ccccc1CCNC(=O)CCn1c(=O)c2cccn2c2ccc(F)cc21	0%	101%[activator]	-3%	0%	3%	0%	-3%
Cn1c(=O)c2sccc2n2c(CCC(=O)NCc3ccc(Cl)cc3)nnc12	-3%	-9%	-8%	-1%	4%	18%	-7%
CCOC(=O)c1c(NC(C)=O)c2c3c(sc2n1Cc1nc(-c2ccc(Cl)cc2)oc1C)CCCC3	3%	7%	-6%	1%	-3%	4%	-1%
CCC(C(=O)NCCc1ccc(OC)c(OC)c1)n1nc(C)c2sc3ccccc3c2c1=O (configuration not stated)	-4%	-18%	-19%	-2%	2%	-3%	-2%
COc1ccc(-c2noc(-c3ccc(N4CCOCC4)c([N+](=O)[O-])c3)n2)cc1	1%	-3%	-11%	-1%	-2%	-9%	-1%
CCN(c1ccccc1)c1nnc(NC(=O)Nc2ccc(Br)c(C)c2)s1	0%	3%	-6%	-1%	2%	8%	-5%
COc1ccccc1CNC(=O)C1CCN(c2ncnc3c2nc2n3CCCCC2)CC1	-11%	-11%	-3%	0%	-2%	-23%	0%
O=C(Nc1nnc(S(=O)(=O)N2CCCc3ccccc32)s1)c1ccccc1Cl	-7%	-16%	5%	1%	1%	4%	-2%
CCC(C)OC(=O)/C(C#N)=C\c1ccc(-c2ccccc2Cl)o1 (configuration not stated)	-12%	5%	5%	0%	4%	18%	-14%
CCN(CC)c1ccc(NC(=O)C(NS(=O)(=O)c2cccs2)C(C)C)c(C)c1 (configuration not stated)	-6%	-5%	7%	0%	1%	0%	1%
COc1ccccc1C(=O)Nc1nnc(S(=O)(=O)N2CCCCCC2)s1	0%	-22%	-9%	0%	1%	11%	0%
Cn1c(=O)c2cc(C(=O)NCCCN3CCN(c4cccc(Cl)c4)CC3)sc2c2ccccc21	-11%	?	-6%	1%	9%	7%	-1%
CSc1ncc(C(=O)NCc2cccc(C)c2)c(-c2ccccc2)n1	-1%	-11%	-4%	0%	2%	19%	0%
COc1cccc(C(c2c(O)cc(C)n(Cc3ccco3)c2=O)N2CCC(C)CC2)c1 (configuration not stated)	-16%	-9%	12%	0%	-4%	-5%	0%
COc1ccc(-n2c(C)nc3c(cnn3-c3ccc(F)cc3)c2=O)cc1	-4%	11%	2%	-1%	7%	1%	-3%
COc1ccc(-c2cc(OC(=O)c3ccccc3C)c3c(C)oc(C)c3c(=O)c2)cc1	-6%	-6%	10%	0%	1%	-2%	-4%
CCc1ccc(NC(=O)N2CCN(C(=O)c3nsc4ccccc34)CC2)cc1	4%	-1%	-7%	0%	0%	5%	-2%
COc1ccc(C(=O)N2CCc3cc(OC)c(OC)cc3C2COc2ccc3c(C)cc(=O)oc3c2)c(OC)c1 (configuration not stated)	-26%	?	-5%	1%	-7%	-6%	0%
O=C(CCn1ccc2cc(S(=O)(=O)N3CCCC3)ccc21)NCc1cccc(Cl)c1	-14%	0%	4%	0%	-1%	-6%	-1%
Cc1ccc2ncc(C(=O)Nc3ccc(OC(F)(F)F)cc3)c(=O)n2c1	-2%	-3%	0%	-2%	0%	7%	-1%
CSCCC(NS(=O)(=O)c1ccc2c(c1)oc(=O)n2C)C(=O)N1CCN(c2ccc(C(C)=O)cc2)CC1 (configuration not stated)	-12%	-2%	13%	0%	2%	-2%	0%
CCOc1ccc2oc(=O)cc(CN3CCN(C(=O)c4ccc(OC)c(OC)c4)CC3)c2c1	-13%	-15%	-1%	-1%	6%	?	0%
Cc1cccc(NC(=O)CSc2nc(-c3ccccc3Cl)nc3c2Cc2c(CO)cnc(C)c2O3)c1C	3%	-8%	-4%	0%	0%	12%	-1%
O=C(Nc1nnc(S(=O)(=O)N2CCCCCC2)s1)c1ccc(Br)cc1	-1%	?	4%	0%	?	12%	-8%
CC1CCC(NC(=O)c2ccc3c(c2)N(Cc2ccccc2F)C(=O)c2ccccc2S3(=O)=O)CC1 (configuration not stated)	-19%	-5%	-1%	-2%	8%	-19%	0%
CC(C)Cn1cc(NC(=O)N2CCN(c3ccc(F)cc3)CC2)c2ccccc2c1=O	2%	-15%	0%	0%	-1%	1%	-2%

Some of the compounds tested (hit frequency here may not be typical).
